# EBV LMP1 NFkB – reduces LMP1-driven NF-kappaB luciferase signal. LMP1-induced NF-kappaB luciferase reporter cells, luminescence. inhibition, % at 12.5 µM. 350,000 compounds, 0.69% hits. AID 504558; in the data active means inhibition above about 41%;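 further: 0% = neutral control wells and 100% = reference inhibitor control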
# NCOA2 inhibitor – human SRC2 (NCOA2) inhibition; Q15596; HEK293 GAL4-SRC2 luciferase reporter, luminescence; inhibition, % at 9 µM; 370,000 compounds, 0.17% hits; AID 651957;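 active means inhibition above the mean inhibition of all tested compounds plus 3 SD, set per campaign, cut at about 52% in these data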;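 further: 0% = DMSO treated cells and 100% = cells given Gossypol at 36 µM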
# SRC1 inh – human NCOA1 inhibition | Q15788 | HEK293 GAL4-SRC1 luciferase reporter, luminescence | inhibition, % at 3.6 µM | 360,000 compounds, 0.12% hits | AID 588354;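 active means inhibition above the campaign mean plus 3 SD, with each screening campaign given its own cutoff, cut at about 60% in these data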;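 further: 0% = DMSO treated cells and 100% = gossypol at 36 µM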
# NOD2 RIPK2 PPI – inhibitors of human NOD2-RIPK2 interaction | O43353 | CHO BLA complementation NOD2-RIPK2, CCF4 ratio | inhibition, % at 4.98 µM | 360,000 compounds, 0.38% hits; in the data active means inhibition above about 21%;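 further: 0% = vehicle only and 100% = reference blocker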
# NR2F2 inh – NR2F2 (human) inhibition, primary screen | 370,000 compounds, 0.7% hits | P24468 | AID 686940 | inhibition, % at 8.6 µM | HEK293T NGFI-A luciferase reporter, luminescence;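 active means inhibition above a per-plate cutoff, mean inhibition of test wells between control levels plus 3 SD, cut at about 38% in these data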;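 further: cells cotransfected with COUP-TFII expression vector driving the NGFI-A reporter; 0% = median of COUP-TF2 test wells and 100% = reporter-only cells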
# TLR9-MyD88 block – inhibitors of human TLR9-MyD88 binding; Q9NR96+Q99836; CHO BLA complementation TLR9-MyD88, CCF4 FRET ratio; inhibition, % at 4.98 µM; 340,000 compounds, 0.21% hits; AID 504734;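 active means inhibition above the mean over all tested compounds plus 3 SD, cut at about 21% in these data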;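 further: 0% = DMSO only wells and 100% = clavulanate BLA inhibitor control wells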
# Target sequence (Q99836 whole entry, looked up): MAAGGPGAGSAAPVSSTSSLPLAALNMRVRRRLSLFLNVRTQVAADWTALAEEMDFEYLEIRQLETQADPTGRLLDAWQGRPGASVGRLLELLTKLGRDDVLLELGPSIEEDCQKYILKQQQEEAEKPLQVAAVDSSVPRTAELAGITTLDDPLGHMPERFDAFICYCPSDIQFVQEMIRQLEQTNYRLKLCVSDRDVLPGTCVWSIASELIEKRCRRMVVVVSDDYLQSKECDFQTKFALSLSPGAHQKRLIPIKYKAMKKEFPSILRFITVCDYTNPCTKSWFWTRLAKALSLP
# Target sequence (Q9NR96 whole entry, looked up): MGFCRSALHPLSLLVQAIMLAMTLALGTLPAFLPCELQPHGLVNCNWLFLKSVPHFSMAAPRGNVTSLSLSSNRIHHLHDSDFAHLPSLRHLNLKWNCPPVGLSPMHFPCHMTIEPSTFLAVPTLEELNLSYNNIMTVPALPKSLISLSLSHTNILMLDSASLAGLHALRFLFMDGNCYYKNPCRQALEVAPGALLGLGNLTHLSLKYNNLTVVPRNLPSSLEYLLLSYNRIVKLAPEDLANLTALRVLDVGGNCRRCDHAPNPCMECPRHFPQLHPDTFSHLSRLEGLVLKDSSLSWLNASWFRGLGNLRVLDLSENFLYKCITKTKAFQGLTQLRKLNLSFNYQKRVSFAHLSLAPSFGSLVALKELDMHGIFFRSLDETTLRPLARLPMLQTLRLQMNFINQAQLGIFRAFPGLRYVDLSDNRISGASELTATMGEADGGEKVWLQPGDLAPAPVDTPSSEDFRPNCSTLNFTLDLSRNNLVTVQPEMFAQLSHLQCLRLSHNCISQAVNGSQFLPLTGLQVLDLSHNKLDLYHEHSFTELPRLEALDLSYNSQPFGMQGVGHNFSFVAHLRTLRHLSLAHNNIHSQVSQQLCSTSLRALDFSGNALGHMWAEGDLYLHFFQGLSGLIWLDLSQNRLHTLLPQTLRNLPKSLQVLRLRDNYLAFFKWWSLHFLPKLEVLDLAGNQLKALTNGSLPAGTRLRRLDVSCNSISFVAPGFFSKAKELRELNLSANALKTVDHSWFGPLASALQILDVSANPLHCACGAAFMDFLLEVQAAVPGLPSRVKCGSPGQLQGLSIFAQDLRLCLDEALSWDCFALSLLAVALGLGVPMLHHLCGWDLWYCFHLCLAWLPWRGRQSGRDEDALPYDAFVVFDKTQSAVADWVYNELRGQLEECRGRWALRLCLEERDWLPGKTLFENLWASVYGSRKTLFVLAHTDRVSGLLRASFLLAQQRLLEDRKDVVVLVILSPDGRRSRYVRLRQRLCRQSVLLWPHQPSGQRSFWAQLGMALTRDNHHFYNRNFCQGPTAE
# ABHD5 PLIN5 PPI – inhibitors of human ABHD5-perilipin-5 interaction; Split G. princeps luciferase complementation, luminescence, 4 h; Q00G26+Q8WTS1; inhibition, % at 4 µM; 360,000 compounds, 0.78% hits;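 active means inhibition above the mean inhibition across every tested compound plus 3 SD, cut at about 22% in these data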;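 further: 0% = DMSO only wells and the 100% control is not disclosed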
# SRC3 inh – human NCOA3 inhibition | Q9Y6Q9 | HEK293 GAL4-SRC3 luciferase reporter, luminescence | inhibition, % at 3.6 µM | 360,000 compounds, 0.17% hits | AID 588352;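 active means inhibition above a per-campaign cutoff, the mean of all compounds plus 3 SD, cut at about 60% in these data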;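 further: 0% = DMSO-treated cells and 100% = gossypol-treated cells at 36 µM; higher means less SRC3-driven luciferase light from the GAL4 reporter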
# MC4R barr agon – agonists of human melanocortin 4 receptor (MC4R) beta-arrestin; activation, % at 8.9 µM; 360,000 compounds, 0.98% hits; U2OS MC4R beta-arrestin complementation, luminescence; percent of melanotan II response, DMSO zero; P32245;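 active means activation above a per-plate cutoff, the mean activation of sample wells on that plate plus 3 SD, cut at about 8% in these data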
# LRH-1 inv ag – NR5A2 inverse agonism in reporter assay; 360,000 compounds, 0.13% hits; inhibition, % at 3.6 µM; HEK293T StAR-luciferase reporter, LRH-1 transfected, 24 h; O00482;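 active means inhibition above the mean inhibition of all tested compounds plus 3 SD, cut at about 73% in these data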;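 further: 0% = DMSO wells and 100% = reporter-only cells lacking LRH-1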
# MC4R antagonist – antagonists of human melanocortin 4 receptor (MC4R); inhibition, % at 6.5 µM; MC4R-expressing cells, MTII-stimulated cAMP, LANCE TR-FRET; P32245; 360,000 compounds, 0.48% hits;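 active means inhibition above its plate's cutoff, the mean of tested wells on that plate plus 3 SD, cut at about 29% in these data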;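 further: 0% = Melanotan II alone and 100% = Melanotan II plus saturating MCL0020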
#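 material = U2OS cells stably expressing human melanocortin 4 receptor (MC4R) | also added = Melanotan II challenge | dosing = single nominal compound dose of 6.5 µM | detection = TR-FRET with Eu-cAMP and labeled anti-cAMP, 671 nm | replication = singlicate | timing = compound 30 min, challenge 1 h, detection 1 h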
# The depositor's hits bear a star; . = no result given. This is a subset (hit frequency here may not be typical).
SMILES,EBV LMP1 NFkB,NCOA2 inhibitor,SRC1 inh,NOD2 RIPK2 PPI,NR2F2 inh,TLR9-MyD88 block,ABHD5 PLIN5 PPI,SRC3 inh,MC4R barr agon,LRH-1 inv ag,MC4R antagonist
COc1ccc(CCNC(=O)CN(c2ccc(C)cc2)S(=O)(=O)c2c(C)noc2C)cc1OC,2,-33,-5,-9,8,-9,5,16,1.0,-2,8
COC(=O)C(O)(NC(=O)OCc1ccccc1)C(F)(F)F (stereo not given),-1,11,-3,-13,6,7,4,-23,-1.5,21,2
Cc1c(CC(=O)NCC(=O)N[C@H](Cc2ccccc2)C(=O)O)c(=O)oc2cc(O)ccc12,-7,-11,-10,5,4,-4,4,20,-0.9,3,8
CC(C)(C)c1csc(NC(=O)c2cccnc2Cl)n1,-7,10,-17,-9,6,-4,1,13,-1.7,-43,1
c1coc(C2Nc3ccccc3C3OCCC23)c1 (stereo not given),-10,-14,-4,-4,-7,1,1,-4,-0.6,-6,7
Cc1ccccc1C(=O)Nc1ccc2nc3n(c(=O)c2c1)CCCC3,-5,-18,-9,-1,3,-2,2,-2,-1.1,-4,15
Cc1ccc(/C=N/N=C2\SCC(=O)N2CC2CC2)cc1,4,-1,4,-10,4,-4,-1,17,-0.2,12,8
O=C(Nc1cc(-c2ccccc2)nn1C1CCCCC1)c1ccc(Cl)cc1,-4,20,-19,-3,-3,-4,-21,-27,1.2,-1,-2
O=C(c1cc2cc(Cl)cc(Cl)c2oc1=O)N1CCOCC1,3,-18,-3,5,-1,2,-2,6,-1.9,13,0
CC(=O)Nc1ccc(NC(=O)Nc2ccccc2C)cc1,-8,-23,-13,2,-18,2,5,-14,-2.1,-16,6
COc1ccc(Oc2ccc(N/C=C3/CCCC3=O)cc2)cc1,-8,12,-13,1,16,-5,0,11,-2.3,32,-2
O=C(NCCCn1ccnc1)c1ccc(-c2cccc(Cl)c2Cl)o1,4,27,7,-6,-19,-4,-2,0,-3.8,-65,15
N#CC(C(=O)Nc1ccccc1)=C1CCCCC1,-1,-31,-6,-11,23,1,8,-17,0.4,-8,3
Cn1nnnc1SCC(=O)Nc1cc(C(=O)O)cc(C(=O)O)c1,5,-12,9,-11,-8,4,7,-4,1.5,6,-4
COc1ccc(-c2noc(CN3CCN(c4ccccc4)CC3)n2)cc1,9,-6,-7,1,15,-13,-8,8,-1.2,9,7
C=C(Br)Cn1c(CC)nc2ccccc21,10,9,9,-2,6,-2,1,0,0.1,-1,-6
Cc1ccc(C2CC(c3cccs3)=NN2C(=O)CCl)cc1 (stereo not given),-13,43,-15,0,7,9,7,-4,10*,-16,21
O=C(NC1CC1)C1CCN(c2ncccn2)CC1,-9,10,-5,10,8,1,3,4,0.0,2,10
O=C(CCC(=O)OCCCC(F)(F)C(F)(F)F)Nc1ccccc1,1,-36,9,-11,-7,1,0,17,0.2,-12,-1
O=C(CCCc1ccccc1)Nc1ccccc1C(F)(F)F,-8,-36,-9,2,-18,5,3,-23,-0.6,-22,9
O=C1C(Cc2ccccc2)Nc2ncnc(N3CCCCC3)c2N1Cc1ccccc1 (stereo not given),1,-11,-22,-1,12,9,3,-7,-1.1,-10,10
CCOc1ccccc1N1CCN(C(=O)c2ccc3[nH]c4c(c3c2)CCCC4)CC1,-5,3,6,5,0,10,6,12,0.8,-5,3
CCN(CC)S(=O)(=O)c1ccc(=O)n(CC(=O)N2Cc3ccccc3CC2C(N)=O)c1 (stereo not given),-1,-7,8,-5,-14,-1,8,24,-0.6,-6,2
COC(=O)c1ccc(CN2CCN(Cc3ccc(F)cc3)C(CCO)C2)cc1 (stereo not given),10,20,0,-1,9,-5,0,7,-1.9,8,5
O=C(CN1CCC(Cc2ccccc2)CC1)NC(=O)NC1CCCCC1,-4,9,-7,-2,-9,-5,-4,1,0.3,13,1
O=C(c1ccc(F)cc1)N1CCN(c2ccccn2)CC1,19,-37,-2,1,-14,0,-3,3,1.0,-12,11
Cc1ccc(-c2nc(CS(=O)CC(=O)NC(C)CCc3ccccc3)c(C)o2)cc1 (stereo not given),-2,12,-2,-1,11,1,5,1,1.4,14,3
Cc1ccc(C(=O)COC(=O)C2CC(=O)N(c3nc(-c4ccccc4)cs3)C2)cc1C (stereo not given),-6,-14,-9,-2,13,-11,-5,13,1.6,-16,13
CCOC(=O)c1cc(-c2csc(-c3ccc(C(F)(F)F)cc3)n2)on1,-4,4,-8,-6,7,-8,4,-2,0.8,-14,37*
CCOC(=O)C1CCCN(C(=O)c2cn(CC)c(=O)c3cc(OC)c(OC)cc23)C1 (stereo not given),-1,14,2,-13,-1,0,2,4,1.5,4,-3
Cc1ccc(S(=O)(=O)N2CCN(CC(=O)N/N=C\c3ccc(Cl)c([N+](=O)[O-])c3)CC2)cc1,6,-23,-20,12,-3,5,0,4,-1.9,11,14
O=C(O)c1ccccc1C(=O)NCCCn1ccnc1,-29,2,-20,-6,-6,-9,2,-8,-0.2,2,1
C=CCn1c(N2CCCCCC2)nc2c1c(=O)n(C)c(=O)n2C,-23,.,-39,-8,.,-2,3,2,-1.3,-17,-5
CCOCCCn1c(=S)[nH]c2cc(C(=O)NCCCN(CC)CC)ccc2c1=O,-7,5,-10,3,10,-5,-5,1,-2.0,4,-2
CCN(CC)S(=O)(=O)c1cc(NC(=O)CO/N=C(\N)c2ccccc2Cl)ccc1C,5,8,6,-7,7,4,2,6,-1.2,0,8
CCOC(=O)/C=C1\SCC(=O)N1CC(=O)Nc1cc(S(=O)(=O)N(C)C)ccc1C,-1,1,2,-7,-5,-8,2,-17,1.1,-14,15
Nc1c(C(=O)Nc2ccc3c(c2)OCCO3)nnn1Cc1cccc(F)c1,-67,-19,-33,-4,-45,5,-3,-43,-3.4,-70,0
CCOCCc1nnc(NC(=O)CCS(=O)(=O)c2ccccc2)s1,9,-4,2,2,12,-5,0,14,0.0,3,9
O=c1[nH]c(SCc2ccc([N+](=O)[O-])cc2)nc2[nH]ncc12,5,-53,-17,-14,-23,-1,2,-18,-0.3,-24,-11
CC(C)(C)N(Cc1ccccc1)C(=O)COC(=O)c1ccc2ccccc2n1,0,-4,-9,5,-12,-6,-1,-15,-1.7,-4,12
Cc1noc(C)c1CSCC(=O)Nc1ccc(S(=O)(=O)C(F)F)cc1,6,-15,-20,-1,9,-2,-5,-1,-2.4,-5,8
Cc1cc(Nc2ccc(Cl)cc2)nc(N2CCOCC2)n1,-12,-37,-12,4,-13,.,-4,-6,1.9,-25,6
CCOc1ccc(-n2c(=O)c3sccc3n(CC(=O)NCC3CCCO3)c2=O)cc1 (stereo not given),-4,3,-2,-5,17,11,1,2,-1.8,3,1
Cc1ccc(-c2nc(N)sc2-c2ccccc2)cc1C,-59,-9,-3,1,7,7,-11,22,1.6,3,9
COCCNC(=O)CSc1cc(=O)n(C)c2cc(Cl)ccc12,3,-17,-5,-12,8,2,0,10,-0.8,-6,-4
Cc1cc(C)c(S(=O)(=O)NCC2CCC(C(=O)NCCCN3CCC(C)CC3)CC2)c(C)c1 (stereo not given),2,-10,2,3,-7,2,-1,14,0.1,-8,-2
S=C(NNC(=S)NC1CC2C=CC1C2)NC1CC2C=CC1C2 (stereo not given),9,-1,1,-10,-3,.,-3,-8,0.2,-6,-2
Cn1c(=O)c([N+](=O)[O-])c(NCc2ccccc2Cl)c2ccccc21,-4,4,-5,-1,-7,-1,2,21,0.1,17,-13
O=C(CN1C(=O)COc2ccc(S(=O)(=O)N3CCCC3)cc21)NCc1ccccn1,-4,-2,1,-10,15,-3,-3,10,2.6,14,-2
COc1ccc(C)cc1NC(=O)c1cc2ccccc2o1,3,-13,-34,-16,-15,-1,-4,-19,2.2,-6,16
COc1ccc(NC(=O)N(C)[C@H]2C[C@H]3c4[nH]c5ccc(-c6cccc(C)c6)cc5c4CCN3C[C@H]2[C@H](C)O)cc1,5,.,7,2,.,0,14,-28,0.8,-7,-4
COC(=O)[C@]12CCCCC=C1N(Cc1ccc3c(c1)OCO3)C(=O)[C@H](CC(=O)N1CCCC1)C2,.,-10,.,11,-9,.,0,.,.,23,.
COc1ccc(-c2cn3c(C)c(C(=O)Nc4cc(NC(C)=O)ccc4OC)sc3n2)cc1,10,-7,1,2,6,2,6,7,-1.5,16,20
O=C(CCNS(=O)(=O)c1ccccc1)N1CCN(c2ccccc2)CC1,-9,-9,-4,-9,-7,-1,0,16,-3.1,15,0
O=C(NCCCO)c1cc2c([nH]c3ccccc32)c(-c2ccc(F)cc2)n1,-11,1,21,12,-2,0,2,-12,-2.2,34,7
CCOc1ccc(S(=O)(=O)N/N=C(\C)Cc2ccc(OC)cc2)cc1,-1,-3,-14,-2,-3,-2,2,10,-1.6,6,8
CCNS(=O)(=O)c1cc(Br)ccc1OC,0,-5,1,-4,-3,0,-2,8,-0.1,-18,-3
O=C(CSc1nc2ccccc2s1)Nc1cc(S(=O)(=O)N2CCOCC2)ccc1O,-11,3,-27,-18,-13,2,-1,0,1.2,-4,11
CCOC(=O)Cc1csc(SCC(=O)NC2CCCC2)n1,11,14,-5,2,-4,-3,-7,-3,0.1,16,-4
CCc1cccc(CC)c1NC(=O)C1CSC2(C)CCC(=O)N12 (stereo not given),-5,-15,-10,7,9,-8,6,4,-3.0,-16,0
CCC(=O)Nc1cccc(C2=NOC3(C2)C[C@@H](C(N)=O)N(C(=O)c2ccc(OC)cc2)C3)c1 (stereo not given in full),2,13,-5,-3,-13,-6,-3,2,-1.1,8,8
O=C(CSc1n[nH]c(-c2ccccc2)n1)Nc1ncc(Br)cc1Br,6,-2,-8,5,6,-1,0,2,-3.0,-5,7
COc1ccc(/C(O)=C2/C(=O)C(=O)N(c3ccccn3)C2c2ccc(C(C)C)cc2)cc1 (stereo not given),-15,-66,-47,-5,-39,1,-3,-48,-2.4,-38,6

# Quoted at random: 3 compounds from above, in no set order.
SMILES,EBV LMP1 NFkB,NCOA2 inhibitor,SRC1 inh,NOD2 RIPK2 PPI,NR2F2 inh,TLR9-MyD88 block,ABHD5 PLIN5 PPI,SRC3 inh,MC4R barr agon,LRH-1 inv ag,MC4R antagonist
COc1ccc(C)cc1NC(=O)c1cc2ccccc2o1,3,-13,-34,-16,-15,-1,-4,-19,2.2,-6,16
CCC(=O)Nc1cccc(C2=NOC3(C2)C[C@@H](C(N)=O)N(C(=O)c2ccc(OC)cc2)C3)c1 (stereo not given in full),2,13,-5,-3,-13,-6,-3,2,-1.1,8,8
O=C(CSc1nc2ccccc2s1)Nc1cc(S(=O)(=O)N2CCOCC2)ccc1O,-11,3,-27,-18,-13,2,-1,0,1.2,-4,11
